MT stabilize HCS: microtubule stabilization, imaging screen | 200,000 tested, 0.83% active | % tubulin-high responders, % at 10 µM | HeLa tubulin immunostaining HCS, 24 h; share of cells brighter than vehicle mean+2SD | AID 2205;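 active means plate Z-score above 3 for both tubulin-high and condensed-nucleus cell shares, with cell loss under 80%, at 10 µM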;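 further: anti alpha tubulin signal scored within the nucleus-defined area of each cell; some results filed as inactive read as strong as hits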
M17LAP inhibition: P. falciparum M17LAP inhibitors, primary screen, biochemical, fluorogenic H-Leu-NHMec substrate, 1536-well (AID 1619); 220,000 tested, 0.38% active; inhibition, % at 30 µM; hits with a dose series show IC50 in µM; recombinant M17LAP, H-Leu-NHMec fluorogenic kinetic assay; higher % means a stronger effect;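 active means compound inhibiting the enzyme by more than half at any dose during confirmatory dose-response retesting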;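 further: plate controls were full reaction with DMSO carrier for no effect and no enzyme background for full effect; strong numbers were not always called active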
Lipid droplet: modulators of hepatic lipid droplet formation. AML12 mouse hepatocytes, oleate lipid droplets, BODIPY imaging. 240,000 tested, 0.4% active. AID 1656. inhibition, % at 6.5 µM;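 active means lipid droplet intensity inhibited by at least 50%, with more than 500 cells counted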
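Assay system: AML12 mouse liver cells | Compound: 6.5 µM single-point dosing | Schedule: Overnight exposure | Technique: Fluorescence imaging, 20x objective, two fields per well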
Ins promoter up: MIN6 insulin promoter up-regulation | AID 1625 | MIN6 insulin promoter-GFP reporter, high-content imaging; active compounds read high | z-score at 5 µM | 190,000 tested, 0.3% active;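 active means z-score above 3 at 5 µM with at least 500 cells counted in the well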
Dynein cargo inh: blocks dynein driven cargo transport along microtubules; z-score, hits read low; AID 1381; 3617.4 mouse cells, GR-EGFP nuclear translocation imaging; test concentration mostly 20 µM; stimulated with dexamethasone, 1 µM; active compounds read low; 220,000 tested, 0.47% active;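 active means plate z-score of nuclear minus cytoplasmic receptor signal below a set negative limit, without overly bright fluorescence or cell loss, cut at about -3.5 in these data, passing the limit was not always enough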;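 further: z-score of nuclear minus cytoplasmic ring GR-EGFP intensity difference per well; some compounds called inactive have numbers as strong as hits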
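medium = tetracycline-free induction medium containing charcoal-stripped FBS | probe or stimulus = dexamethasone, 1.0 µM final | timing = 48 h induction, then 1 h compound, then 30 min agonist, 37 °C | detection = automated 10x imaging of fixed Hoechst-stained cells | read-out basis = nuclear versus cytoplasmic GR-EGFP signal, averaged per well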
M1AAP inhibition: P. falciparum M1AAP inhibitors, biochemical, fluorogenic H-Leu-NHMec substrate, 1536-well (AID 1445). recombinant M1AAP, H-Leu-NHMec fluorogenic kinetic assay; higher % means a stronger effect. inhibition, % at 30 µM; hits with a dose series show IC50 in µM. 220,000 tested, 0.42% active;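 active means primary inhibition above the hit cutoff, then over 50% inhibition at one or more dose response concentrations, cut at about 23% in these data, passing the limit was not always enough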;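 further: plate controls were DMSO full reaction for no effect and no enzyme background for full effect; strong numbers were not always called active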
Yfh1-depleted yeast: enhancers of respiration in Yfh1-depleted yeast, dose response, Friedreich's ataxia, plus single-dose screen (AID 1465); S. cerevisiae Yfh1-off respiration, WST-1 reduction, 72 h; higher fold induction means a stronger effect; fold induction at 50 µM, or EC50 in µM where a hit was titrated; 220,000 tested, 0.074% active;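 active means fold induction of absorbance versus untreated yeast above a set limit, then at least 30% activation at any dose in follow-up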;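 further: activators that raise dye reduction in frataxin-depleted yeast; strong numbers were not always called active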
Autophagy mod: modulators of autophagy. 190,000 tested, 0.98% active. calls only at 10 µM (by protocol). MEF GFP-LC3 puncta imaging; test concentration mostly 10 µM;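 active means percentage of spot-positive cells more than 3 SD above its plate mean, without a fluorescence outlier flag or 80% toxicity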;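 further: spot-positive cell cutoff set from DMSO-treated cells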
CSM14.1 death rescue: protection against thapsigargin-triggered cell killing – 384-well, CSM14.1, ATP luminescence, primary screen (AID 1222); CSM14.1 thapsigargin-induced death rescue, ATP luminescence; higher % means a stronger effect; cellular ATP content (survival), % at 20 µM, or EC50 in µM where a hit was titrated; 190,000 tested, under 10 active;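 active means EC50 below 50 µM in the dose-response confirmation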;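 further: death triggered by thapsigargin at about 15 µM added after 2 h compound pretreatment; cell ATP read after overnight thapsigargin exposure of roughly 18 to 22 hours; normalized against plate controls of thapsigargin alone and 5% DMSO vehicle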
Dynein cargo inh cytoplasmic EGFP: further read-out of Dynein cargo inh, marked with its call; z-score; measured here: cytoplasmic GR-EGFP intensity; active compounds read high
Dynein cargo inh nuclear GR-EGFP: second read-out of Dynein cargo inh, no call of its own (marks repeat the call); z-score; measured here: nuclear GR-EGFP intensity;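 lower value marks the stronger effect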
Dynein cargo inh cell count: also measured in Dynein cargo inh; calls as there; z-score; measured here: cell count per field
Ins promoter up cell count: further read-out of Ins promoter up, marked with its call; cell count; measured here: cytotoxicity, nuclei count;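 total cells summed across four imaged fields per well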
Lipid droplet cells 6.5 µM: second read-out of Lipid droplet, no call of its own (marks repeat the call); cell count; measured here: cell count, cytotoxicity flag;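 cells counted across two imaged fields per well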
MT stabilize HCS Hoechst-high %: second read-out of MT stabilize HCS, no call of its own (marks repeat the call); % Hoechst-high responders; measured here: nuclear condensation Hoechst responders;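 share of cells brighter than vehicle mean plus two SD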
MT stabilize HCS cytotoxicity %: also measured in MT stabilize HCS; calls as there; toxicity, %; measured here: cytotoxicity by cell density;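 0% = mean cell density of plate MIN control wells and 100% = no cells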
Autophagy mod cell loss 18 h: recorded beside Autophagy mod, whose call it bears; toxicity, %; measured here: cell loss, nuclei count;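 cell loss after 18 h compound exposure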
* = called active by the depositor; i = inactive; / = not tested or not shown.

SMILES,MT stabilize HCS,MT stabilize HCS Hoechst-high %,MT stabilize HCS cytotoxicity %,M17LAP inhibition,Lipid droplet,Lipid droplet cells 6.5 µM,Ins promoter up,Ins promoter up cell count,Dynein cargo inh,Dynein cargo inh cytoplasmic EGFP,Dynein cargo inh nuclear GR-EGFP,Dynein cargo inh cell count,M1AAP inhibition,Yfh1-depleted yeast,Autophagy mod,Autophagy mod cell loss 18 h,CSM14.1 death rescue
FC(F)(F)c1cc(-c2ccco2)nc(-n2cnc3ccccc32)n1,2.2,1.9,9.2,0.8%,/,/,-0.43,1203,1.21,-0.371,0.828,-0.417,2.3%,i,i,6.4,-0.2%
CCCCC(=O)OCC(=O)Nc1ccc(OC(F)F)cc1,5.2,3.2,9.8,10.9%,/,/,0.05,984,-0.247,-0.171,0.394,-0.498,6.2%,i,i,-16.6,-1.0%
C/C(=N\Nc1cccc([N+](=O)[O-])c1)c1cc2ccccc2o1,1.7,2.5,6.2,7.6%,8.6,689,-1.21,1307,-1.06,0.0682,-0.68,-0.0359,16.8%,i,i,-6.8,-0.4%
CN1CCN(C(=O)CNc2ccc(C(F)(F)F)cc2[N+](=O)[O-])CC1,1.2,2.8,9.2,0.3%,3.9,719,0.62,1226,-0.44,0.239,-0.02,-0.818,4.9%,i,i,8.0,2.1%
CCn1cc(C(=O)O)c(=O)c2cnc(N3CCN(C(=S)Nc4ccccc4Cl)CC3)nc21,/,/,/,10.5%,-13.1,766,-0.01,1049,1.4,-0.23,1.43,-1.48,0.1%,i,/,/,/
CCn1c(SCC(=O)Nc2ccc(S(=O)(=O)Nc3ccccn3)cc2)nnc1-c1ccncc1,2.5,1.3,3.4,-2.1%,0.4,732,-0.78,1306,1.25,-0.199,0.31,-0.0987,9.4%,i,i,8.3,-0.3%
Cc1ccc(C)c(NC(=O)COC(=O)CNC(=O)c2ccccc2Cl)c1,1.6,1.5,6.6,4.5%,0.8,644,0.61,1500,-0.669,-0.315,-0.148,0.504,5.6%,i,i,-27.7,0.3%
O=C(COc1ccccc1)N1CCN(c2ncccn2)CC1,3.5,1.8,5.3,14.7%,0.0,717,0.35,1109,-0.414,-0.217,-0.0437,0.506,-0.7%,i,i,5.0,-0.5%
O=S(=O)(c1ccc(NCCc2c[nH]c3ccccc23)nc1)N1CCOCC1,2.0,1.0,10.1,-3.6%,/,/,-0.06,963,-0.129,-0.206,0.0972,0.0452,8.6%,i,i,45.7,0.2%
CC1(C)Cc2nc3sc4c(SCC(=O)NC(c5ccccc5)c5ccccc5)ncnc4c3cc2CO1,5.3,2.0,7.8,8.8%,/,/,-0.74,1100,0.141,-0.176,0.0274,0.345,9.4%,i,i,2.9,1.6%
CCOC(=O)c1c(C=O)c(C)n(Cc2ccccc2Cl)c1C,0.7,0.4,6.1,-4.7%,0.7,818,0.15,945,2.12,-0.0906,0.754,-1.08,18.6%,i,i,-2.7,1.6%
Cc1ccc(Nc2nc(N)c([N+](=O)[O-])c(N3CCOCC3)n2)cc1C,3.8,4.0,10.3,-1.1%,16.3,544,-1.61,2144,-0.122,-0.131,0.393,-0.658,0.0%,i,i,-7.9,-3.4%
COC(=O)c1[nH]c2ccc(C)cc2c1NC(=O)CN1CCN(Cc2ccccc2)CC1,2.4,1.9,10.8,-9.1%,/,/,-2.12,817,0.382,-0.194,0.197,0.169,12.4%,i,i,-17.8,-0.4%
O=C(c1ccco1)N1CCN(C(c2ccccc2)c2nnnn2C2CCCC2)CC1 (centres undefined),3.2,1.4,1.9,9.7%,-9.8,702,/,/,-0.459,-0.157,0.0637,0.854,8.2%,i,i,-15.0,0.3%
C=CCn1c(-c2ccc(OC)cc2)csc1=Nc1c(C)n(C)n(-c2ccccc2)c1=O,1.9,1.4,13.4,17.5%,-0.5,741,-0.24,817,0.0878,-0.222,0.328,1.15,3.5%,i,i,-18.3,0.8%
O=C(C1CC(c2ccc(F)cc2)=NO1)N1CCc2ccccc2C1 (centres undefined),3.2,3.6,2.6,5.9%,/,/,0.77,926,1.19,-0.0511,1.1,-1.06,0.9%,i,i,7.4,0.9%
NNC(=O)c1oc2nc(-c3ccccc3)cc(-c3ccco3)c2c1N,/,/,/,13.9%,27.3,622,1.58,1013,-0.668,1.59,0.41,0.362,13.3%,i,/,/,/
O=C(NC1CCN(Cc2ccccc2)CC1)C1CCN(S(=O)(=O)c2cccc3cccnc23)CC1,2.6,2.4,4.1,/,17.3,590,-0.9,1829,-0.825,-0.237,-0.0884,0.826,/,i,i,0.7,-1.2%
CCSC1=C(C#N)C(c2cccc(O)c2)CC(=O)N1 (centres undefined),4.1,2.3,2.6,9.5%,/,/,0.06,1109,0.916,-0.221,0.701,-0.177,20.9%,i,i,3.4,-1.0%
OC1CCCN(Cc2cn(Cc3ccccc3)nc2-c2cc3ccccc3o2)C1 (centres undefined),2.0,2.3,3.9,-9.3%,-1.0,663,/,/,-0.545,-0.159,-0.352,-0.176,-6.8%,i,i,-5.4,-2.1%
COC(=O)c1cc(C(=O)OCC(=O)NC2CCS(=O)(=O)C2)cc([N+](=O)[O-])c1 (centres undefined),1.4,2.5,6.7,13.1%,2.6,695,/,/,0.438,-0.114,0.29,-0.444,2.5%,i,i,-13.3,0.4%
O=C(NC(=S)N1CCN(Cc2ccc3c(c2)OCO3)CC1)c1ccc(Cl)cc1,4.2,1.3,1.5,1.8%,-19.9,640,0.06,1410,0.145,-0.169,0.22,0.426,7.4%,i,i,-4.0,1.5%
O=C(Nc1c(F)cc(F)cc1Br)c1ccco1,3.4,2.1,6.7,7.9%,29.7,693,0.39,1659,-0.459,-0.17,0.328,1.85,-0.5%,i,i,-1.4,-2.4%
COCCn1c(=NC(=O)CSC(C)=O)sc2cc(F)ccc21,1.0,1.4,8.5,12.0%,-0.8,798,2.02,945,-0.825,-0.218,-0.149,0.45,-0.1%,i,i,-2.3,1.0%
CCNc1nc(NCC)nc(OCCOC(C)=O)n1,1.4,2.2,4.1,6.8%,-109.4,704,0.23,1274,-0.453,-0.172,-0.836,3.24,1.7%,i,i,-11.0,-0.2%
O=C(NNC(=S)NC(=O)c1cccs1)c1cccnc1,1.4,2.2,3.3,40.6%,6.8,720,-0.21,935,-0.333,-0.16,-0.264,-0.863,8.0%,i,i,-10.2,-0.6%
COc1cc(NC(=O)C(=O)NCCN(C)C)c(OC)cc1Cl,3.5,1.5,10.2,6.4%,1.7,749,-1.66,1597,-0.645,-0.329,-0.203,0.822,8.2%,i,i,26.5,4.0%
O=C(CN1C(=O)c2ccccc2C1=O)Nc1ccc(Cl)cn1,2.4,2.3,4.1,13.4%,-0.5,734,-0.2,1157,-0.871,0.167,-0.361,1.24,-0.7%,i,i,-1.1,2.2%
O=C(NCc1ccc(F)cc1)c1ccccc1OCc1ccccc1,1.9,2.0,3.0,-6.7%,-0.9,643,-0.87,1225,0.626,-0.185,0.814,-1.43,5.0%,i,i,-7.3,-1.2%
NC(=O)c1nnn(-c2ccc([N+](=O)[O-])cc2)c1-c1ccccc1,/,/,/,-0.2%,-26.6,508,0.69,1464,2.51,-0.26,1.05,-1,5.2%,i,/,/,/
CC(C)OCCCNc1ncnc2c1cnn2-c1ccccc1,3.1,3.1,3.3,5.7%,4.2,638,/,/,1.27,-0.425,0.395,-0.428,3.2%,i,i,4.8,-4.1%
c1ccc2c(c1)[nH]c1nc(SCCN3CCOCC3)nnc12,1.0,2.0,4.9,4.8%,-2.3,715,0.01,1200,-0.166,-0.177,0.0814,-0.581,2.6%,i,i,1.9,/
CCOc1ccc(C(=O)Nc2cc(C)on2)cc1OCC,3.6,1.9,4.3,-3.3%,-3.4,685,0,1238,-0.157,-0.259,-0.0385,1.1,-1.8%,i,i,-7.2,/
Cn1c(=O)cc(OCC(=O)N2CCN(c3cccc(C(F)(F)F)c3)CC2)c2ccccc21,2.7,1.3,5.1,-0.7%,0.9,700,/,/,2.56,-0.149,1.7,-2.12,-0.2%,i,i,-1.8,-1.9%
Cn1c(=O)[nH]c(=O)c2c1nc(Br)n2CCOc1ccccc1,2.1,2.7,6.4,8.5%,-11.0,653,-0.21,914,-0.501,-0.142,-0.147,0.423,1.9%,i,i,-4.6,-1.9%
COC(=O)c1sc2nc3c(cc2c1N)C(=O)CC(C)(C)C3,1.7,1.7,5.2,-4.5%,/,/,-0.09,1287,0.683,-0.18,0.414,-0.931,-2.9%,i,i,1.3,4.6%

Two entries from above, with each value named:
> COc1cc(NC(=O)C(=O)NCCN(C)C)c(OC)cc1Cl
  MT stabilize HCS: 3.5
  MT stabilize HCS Hoechst-high %: 1.5
  MT stabilize HCS cytotoxicity %: 10.2
  M17LAP inhibition: 6.4%
  Lipid droplet: 1.7
  Lipid droplet cells 6.5 µM: 749
  Ins promoter up: -1.66
  Ins promoter up cell count: 1597
  Dynein cargo inh: -0.645
  Dynein cargo inh cytoplasmic EGFP: -0.329
  Dynein cargo inh nuclear GR-EGFP: -0.203
  Dynein cargo inh cell count: 0.822
  M1AAP inhibition: 8.2%
  Yfh1-depleted yeast: i
  Autophagy mod: i
  Autophagy mod cell loss 18 h: 26.5
  CSM14.1 death rescue: 4.0%
> O=C(CN1C(=O)c2ccccc2C1=O)Nc1ccc(Cl)cn1
  MT stabilize HCS: 2.4
  MT stabilize HCS Hoechst-high %: 2.3
  MT stabilize HCS cytotoxicity %: 4.1
  M17LAP inhibition: 13.4%
  Lipid droplet: -0.5
  Lipid droplet cells 6.5 µM: 734
  Ins promoter up: -0.2
  Ins promoter up cell count: 1157
  Dynein cargo inh: -0.871
  Dynein cargo inh cytoplasmic EGFP: 0.167
  Dynein cargo inh nuclear GR-EGFP: -0.361
  Dynein cargo inh cell count: 1.24
  M1AAP inhibition: -0.7%
  Yfh1-depleted yeast: i
  Autophagy mod: i
  Autophagy mod cell loss 18 h: -1.1
  CSM14.1 death rescue: 2.2%
